# OX1R antag-1: antagonists of human orexin 1 receptor; O43613; CHO/OX1R cells, Fluo-8 calcium fluorescence, orexin A; inhibition, % at 5 µM; 330,000 compounds, 0.43% hits; AID 434989;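 active = inhibition above its plate's threshold, mean inhibition of all tested compounds on the plate plus 3 SD, cut at about 37% in these data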;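 also: 0% = orexin A challenge wells and 100% = SB-334867-A antagonist wells; not every result past the cut was called active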
# Target sequence (O43613 whole entry, looked up): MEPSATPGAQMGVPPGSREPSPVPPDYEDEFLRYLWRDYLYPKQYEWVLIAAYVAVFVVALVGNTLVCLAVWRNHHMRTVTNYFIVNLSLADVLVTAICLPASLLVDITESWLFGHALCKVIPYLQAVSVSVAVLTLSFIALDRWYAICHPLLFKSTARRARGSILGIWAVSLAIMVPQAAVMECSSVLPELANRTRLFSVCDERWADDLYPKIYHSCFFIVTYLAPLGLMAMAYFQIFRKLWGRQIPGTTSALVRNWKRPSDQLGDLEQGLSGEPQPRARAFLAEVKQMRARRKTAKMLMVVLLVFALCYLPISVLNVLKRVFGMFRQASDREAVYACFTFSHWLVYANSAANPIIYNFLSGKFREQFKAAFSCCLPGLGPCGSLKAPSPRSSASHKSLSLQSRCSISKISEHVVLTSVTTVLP
# OX1R antag-2: OX1R (human) antagonism; O43613; OX1R-expressing cells, FRET antagonist read-out; inhibition, % at 6.6 µM; 330,000 compounds, 1.8% hits; AID 485270; in the data active = inhibition mostly above about 38%, no sharp cut-off; inactive = mostly below about 40%;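 also: 0% = agonist challenge alone and 100% = reference antagonist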
# * = called active by the depositor.
SMILES,OX1R antag-1,OX1R antag-2
O=C(Nc1ccc2nc3n(c(=O)c2c1)CCCCC3)c1c(F)ccc([N+](=O)[O-])c1F,-26,39
CC(=O)C[C@H](O)CC(=O)[C@@H]1OC(=O)[C@H](C)C/C=C\Cc2ccccc21,-10,5
CCOc1ccc(N2CC(C(=O)Nc3ccc(S(=O)(=O)Nc4ncccn4)cc3)CC2=O)cc1 (centres undefined),10,13
O=C(COc1ccccc1Br)N1CCN(c2ccccc2)CC1,-19,15
COc1cccc(C2NC(=O)NC(C)=C2C(=O)Nc2cc(OC)ccc2OC)c1 (centres undefined),-19,11
CN1c2ccccc2C(O)=C(C(=S)Nc2ccc(F)c(Cl)c2)S1(=O)=O,-7,82*
O=C(COc1ccccc1F)Nc1c2c(nn1-c1ccccc1)CS(=O)(=O)C2,-3,20
Cc1ccc(-n2cc(CN3CCC(O)(c4ccccn4)CC3)c(-c3ccc(F)cc3)n2)cc1,-9,11
COc1ccc(NC(=O)Nc2cc(C)ccc2OC(F)F)c(OC)c1,-23,13
CCOc1ccc(Cn2nnc(C(=O)NCc3ccccc3)c2N)cc1,4,7

# Fetched one by one from the entries so far:
SMILES,OX1R antag-1,OX1R antag-2
Cc1ccc(-n2cc(CN3CCC(O)(c4ccccn4)CC3)c(-c3ccc(F)cc3)n2)cc1,-9,11
CCOc1ccc(N2CC(C(=O)Nc3ccc(S(=O)(=O)Nc4ncccn4)cc3)CC2=O)cc1 (centres undefined),10,13
CN1c2ccccc2C(O)=C(C(=S)Nc2ccc(F)c(Cl)c2)S1(=O)=O,-7,82*

# Continuation:
SMILES,OX1R antag-1,OX1R antag-2
COc1ccc(COC(=O)N/N=C(\C)CC(=O)Nc2c(C)cc(C)cc2C)cc1,-19,15
COc1cccc2[nH]c3c(N4CCN(Cc5ccc6c(c5)OCO6)CC4)ncnc3c12,-14,16
OCC[C@H]1C[C@@H](O)[C@H](O)[C@@]2(CCc3ccccc3O2)O1,-14,5
COC1=CC(=O)[C@@]2([C@@H]1O)[C@@H](Cl)C[C@]13C(OC)=C(OC)C(=O)C[C@]21CCN3C,2,2
CCOc1ccc(OCC)c(-c2c(=O)n(OCc3ccc(C(C)(C)C)cc3)c3ccccc3[n+]2[O-])c1,-29,10
Cc1nn(-c2ccccc2)c(Cl)c1/C=C1\C(=O)N(C)C(=S)N1C,-24,39
Cc1[nH]c(C)c(S(=O)(=O)Nc2ccc(OC(F)(F)F)cc2)c1C(=O)N1CCCCC1,-7,14
COCCCC1CCN(C(=O)c2cc(COc3ccc(C)nc3)on2)CC1,-8,11
Cc1ccnc(SCc2ccc([N+](=O)[O-])cc2)n1,1,35
COc1cc(-c2nnc(Cn3cc(C(F)(F)F)ccc3=O)o2)cc(OC)c1OC,-30,16
Cc1cc(Br)c(NC(=O)c2ccccc2[N+](=O)[O-])cc1C,-45,14
CCn1cc(NC(=O)Nc2ccccc2C(=O)OC)c(C(N)=O)n1,-5,9
C=CCN1C(=O)S/C(=C\c2ccc3c(c2)n(C)c(=O)n3C)C1=O,-3,10
Cc1nnc(SCC(=O)NC2CCCCC2)n(N)c1=O,-2,9
O=C(NCCNC(=O)c1ccc(F)cc1)c1ccc(F)cc1,-19,6
CCOc1ccc(C2C=C(c3ccc(C)cc3)Nc3ncnn32)cc1 (centres undefined),-41,11
CC(C)CNC(=O)c1cc2nc(C3CC3)cc(C(F)(F)F)n2n1,-9,19
CCC(C)[C@H](NC(=O)NCc1ccc(OC)c(OC)c1)C(=O)O (some centres undefined),-3,7
Cc1ccc(C(=O)C(C)OC(=O)Cn2c(C)csc2=O)cc1 (centres undefined),-6,29
COc1ccc(S(=O)(=O)NCC2CCCN(C(=O)CNC(C)=O)C2)cc1 (centres undefined),-12,21

# Arranged by the number under OX1R antag-2 (descending): seven of the compounds above.
SMILES,OX1R antag-1,OX1R antag-2
Cc1ccc(C(=O)C(C)OC(=O)Cn2c(C)csc2=O)cc1 (centres undefined),-6,29
COc1ccc(S(=O)(=O)NCC2CCCN(C(=O)CNC(C)=O)C2)cc1 (centres undefined),-12,21
CC(C)CNC(=O)c1cc2nc(C3CC3)cc(C(F)(F)F)n2n1,-9,19
CCOc1ccc(C2C=C(c3ccc(C)cc3)Nc3ncnn32)cc1 (centres undefined),-41,11
C=CCN1C(=O)S/C(=C\c2ccc3c(c2)n(C)c(=O)n3C)C1=O,-3,10
CCC(C)[C@H](NC(=O)NCc1ccc(OC)c(OC)c1)C(=O)O (some centres undefined),-3,7
O=C(NCCNC(=O)c1ccc(F)cc1)c1ccc(F)cc1,-19,6

# (next part)
SMILES,OX1R antag-1,OX1R antag-2
CCOC(=O)c1ccc(NC(=O)NC2CCN(CC(=O)NCc3ccc4c(c3)OCO4)CC2)cc1,-19,3
O=C(N/N=C/c1c[nH]c2ccccc12)c1cc2ccccc2o1,17,66*
COC(=O)c1ccc(C2OCC(C)(C)CO2)cc1,-69,-2
Cc1cc(=O)n2nc(N3CCCC(C(=O)Nc4ccc(C)c(C)c4)C3)sc2n1 (centres undefined),-34,10
CCCNc1nc2c(c(=O)n(C)c(=O)n2C)n1CCC(C)C,-15,15
O=C(NC1CCCC1)c1ccc(CS(=O)(=O)Cc2ccccc2Cl)o1,-12,7
CC1CCCC(C)N1C(=O)c1cc(-c2ccco2)on1 (centres undefined),-7,11
O=C(c1cc(COc2ccc3ncccc3c2)on1)N1CCC[C@H]1CO,-5,27
Cc1c(C)c2cc(Cl)c(OCC(=O)N3CCN(c4ccc(F)cc4)CC3)cc2oc1=O,-6,12
COC(=O)CSc1nnc(CNC(=O)c2ccc(OC)c(OC)c2)n1C,-2,7
O=C(CS(=O)(=O)Nc1ccc(F)cc1Cl)Nc1ccc(F)cc1Cl,-12,29
Cc1nnc(SCC(=O)N2CCN(S(=O)(=O)c3ccccc3)CC2)[nH]c1=O,-8,2
Cc1cc(C(=O)N2CCc3ccccc3C2)n[nH]1,-10,5
O=C1C=C(c2ccc(F)nc2)C[C@@H](c2ccc3c(c2)OCO3)C1,-5,13
CC(C)c1csc(CN2CCCC(CNC(=O)c3cccc4ccccc34)C2)n1 (centres undefined),-40,7
COC(=O)c1cc(-c2ccc(OC)c(OC)c2)c2c(=O)[nH]c(=O)n(C)c2n1,-19,5
Cc1ccccc1-c1nnc(SCC#N)o1,2,4
CC(=O)Nc1ccc(S(=O)(=O)NNC(=O)NC23CC4CC(CC(C4)C2)C3)cc1,-20,25
Cc1cc(N/C=C/C(=O)c2cccs2)ccc1F,-21,8
Cc1ccc2c(c1)nnn2C1CCN(CC(=O)Nc2ccccc2N2CCOCC2)CC1,-25,9

# OX1R antag-2: entries above that show a hit
SMILES,OX1R antag-1,OX1R antag-2
CN1c2ccccc2C(O)=C(C(=S)Nc2ccc(F)c(Cl)c2)S1(=O)=O,-7,82*
O=C(N/N=C/c1c[nH]c2ccccc12)c1cc2ccccc2o1,17,66*

# (continued)
SMILES,OX1R antag-1,OX1R antag-2
COc1cc(/C=C/C(=O)O)cc(S(=O)(=O)N2CCCc3ccccc32)c1OC,-8,10
COC(=O)c1ccc(CSc2nc3sc4c(c3c(=O)n2C)CCCC4)o1,-25,3
CCC(C)COC(c1ccccc1)(c1ccccc1)C(Oc1nc(C)cc(C)n1)C(=O)O (centres undefined),-13,16
COc1ccc(NC(C)=O)cc1S(=O)(=O)Nc1cccc(S(=O)(=O)NC2=NCCC2)c1,3,5
[2H]C([2H])(CCOS(N)(=O)=O)c1ccccc1,4,33
CCc1cccc2c(C(=O)C(NC(C)CC)c3ccccc3)c[nH]c12 (centres undefined),-10,23
Cc1ccc(C(=O)NC(C)C2CCCO2)o1 (centres undefined),15,19
O=C(O)c1cc(-c2ccc3c(c2)OCO3)nc2ccccc12,-3,14
O=C(CCn1cnc(-c2ccccc2)c1-c1ccccc1)N/N=C/c1ccccc1O,-16,18
CCN(Cc1ccccc1)S(=O)(=O)CCNC(=O)c1ccc(OC)cc1,-11,20
C/C(=N\NC(=O)c1cccnc1)c1nnn(-c2nonc2N)c1C,-5,0
Cc1c(C)c2ccc(OCC(=O)Nc3ccc(N4CCC(C)CC4)cc3)cc2oc1=O,-38,12
CC(C)C(NC(=O)c1ccccc1)C(=O)OCn1nnc2ccccc2c1=O (centres undefined),-17,8
O=C(c1ccc(S(=O)(=O)N2CCCCC2)cc1)N1CCCC(C(F)(F)F)C1 (centres undefined),-1,17
COc1cccc(/C=N/NC(=O)c2cnccn2)c1O,-4,38
COc1ccc(CCNC(=O)C(=O)Nc2ccc3nc4n(c(=O)c3c2)CCCCC4)cc1OC,-17,13
Cc1ccc(NC(=O)CSc2nc(N)cc(=O)[nH]2)cc1Cl,-12,15
Cc1c(C=Nc2ccc(S(=O)(=O)N(C)C)cc2)c(O)[nH]c(=O)c1C#N,-11,10
CC(=O)N1c2ccc(S(=O)(=O)N(C)Cc3ccccc3)cc2CC1C (centres undefined),0,26
COc1cc(OC)cc(-c2cc(N)n(S(=O)(=O)Cc3ccccc3)n2)c1,-6,29
Cc1ccc(C)c2[nH]c(=O)c(CCNC(=O)c3ccco3)cc12,-21,12
O=C(CN(C(=O)CNC(=O)c1ccco1)c1ccc(F)cc1)NC1CCCCC1,-26,5
O=C(c1ccco1)c1nnn(Cc2ccccc2)c1-c1ccccc1,24,12
C=CCn1cnc2c(nnn2-c2ccc(Cl)cc2)c1=O,-15,15
Cc1ccc(-c2ccc(C(=O)NCc3ccc(Cl)cc3)o2)c2ccccc12,-27,29
O=C(Nc1ccc(N2CCCCC2)c(Cl)c1)c1ccc2c(c1)OCCO2,-9,32
Cc1ccc(S(=O)(=O)NC(CC(C)C)C(=O)Nc2ccncc2)cc1 (centres undefined),-29,26
C/C(=N/NC(=O)CSc1nc2ccccc2n1C)c1ccco1,-24,39
Cc1ccc(C(=O)C2=C(O)C(=O)N(Cc3cccnc3)C2c2ccc(Cl)cc2)o1 (centres undefined),-21,-2
CSc1ccc(Cl)c(C(=O)N(C)CC(=O)Nc2ccc(N3CCOCC3)cc2)c1,-33,12
COc1cc(CC(=O)N(C)CC(=O)Nc2ccc(Cl)c(C(F)(F)F)c2)cc(OC)c1OC,-20,40
CCN(CC)C(=O)CSc1nnc(-c2ccc(O)cc2)n1CC1CCCO1 (centres undefined),-8,20
Cc1cc(C=O)c(C)n1-c1ccc(Oc2ccc([N+](=O)[O-])cn2)cc1,-9,34
COc1cc(OC)c(C(=O)Nc2cccc(C(C)=O)c2)cc1OC,-9,7
O=C(Nc1ccn(Cc2ccccc2)n1)c1ccc2c(c1)OCO2,-15,12
O=C(NCCCCNC(=O)c1cccnc1)c1cccnc1,3,3
Cc1ccc(S(=O)(=O)/N=C(\c2ccccc2)N(C)S(=O)(=O)c2ccc(C)cc2)cc1,-21,28
Cc1c(Cl)cccc1NC(=S)N/N=C/c1ccccc1Cl,-11,6
Cc1ccccc1OCC(=O)Nc1ccc2c(c1)COC2=O,-25,7
CCOC(=O)[C@@H]1[C@H]2COc3ccc(Br)cc3[C@@H]2N2C(=O)N(c3ccccc3)C(=O)[C@@]12C,-23,24
CN(CC(=O)NCc1ccncc1)S(=O)(=O)c1ccc(Cl)cc1,-22,1
Nc1c(C(=O)Nc2ccc3c(c2)OCCO3)nnn1Cc1ccc(Cl)cc1,-18,14
Oc1ccccc1C=NC(c1ccccc1)C(O)c1ccccc1 (centres undefined),-11,11
COc1ccc(/C=N\NC(=O)c2ccccc2)cc1COc1ccc(F)cc1,-3,1
COc1ccc(C2(CNC(=O)C(c3ccccc3)c3ccccc3)CCOCC2)cc1OC,-3,18
C/C(=N/NC(=O)c1ccco1)c1ccc(NC(=O)c2ccc(F)cc2)cc1,-14,28
CCOc1cc(NC(=S)NC)c(OCC)cc1NC(=O)c1ccc(OC)cc1,-23,16
Cn1c(N)c(C(=O)COC(=O)CNC(=O)c2ccccc2)c(=O)n(C)c1=O,4,8
COc1ccc(C)cc1NC(=O)CN(C)S(=O)(=O)c1cnc[nH]1,4,3
O=C(NCCS(=O)(=O)NC1CCCC1)c1ccc(F)cc1,-3,3
# Next section.
SMILES,OX1R antag-1,OX1R antag-2
O=C(Nc1ccno1)Nc1ccc(Cl)cc1Cl,-12,9
C/C=C(\C)CN1CCN(c2cccc(C)c2C)CC1,-3,15
COc1ccc(NC(=S)N2CCN(CCN=CC3=C(O)CC(c4ccccc4)CC3=O)CC2)cc1 (centres undefined),-32,20
O=C(CSc1ccc(-c2cccs2)nn1)N1CCCCCC1,5,18
O=C(Cc1cc(=O)[nH][nH]1)N/N=C/c1cccc2ccccc12,-3,6
Cc1cccc(C)c1NC(=O)COn1nnc2ccc(C(F)(F)F)cc21,-12,8
O=C(c1cccs1)N1CCN(Cc2ccccc2)CC1,-2,14
O=C(CCCOc1ccc(Cl)cc1)Nc1nncs1,-16,18
CN(C(=O)C1CCC1C(=O)O)c1nc(-c2ccc(Cl)s2)cs1 (centres undefined),4,5
COc1ccccc1N1CCN(S(=O)(=O)CCNC(=O)C2CCCC2)CC1,-18,15
CNC(=O)/C(C#N)=C1\SC(Cc2ccc(F)cc2)C(=O)N1c1ccccc1C (centres undefined),-29,19
O=C(NCc1ccc2c(c1)OCO2)c1ccc(CSCc2ccc(Cl)cc2)o1,-15,13
C[C@H](CO)N1C[C@H](C)[C@@H](CN(C)S(=O)(=O)c2ccccc2)Oc2c(NC(=O)CCC(F)(F)F)cccc2C1=O,-12,0
c1ccc(-c2csc(Nc3ccccn3)n2)cc1,-23,20

# Grouped by structure, those above with a COOH group
SMILES,OX1R antag-1,OX1R antag-2
CCC(C)[C@H](NC(=O)NCc1ccc(OC)c(OC)c1)C(=O)O (some centres undefined),-3,7
COc1cc(/C=C/C(=O)O)cc(S(=O)(=O)N2CCCc3ccccc32)c1OC,-8,10
CCC(C)COC(c1ccccc1)(c1ccccc1)C(Oc1nc(C)cc(C)n1)C(=O)O (centres undefined),-13,16
O=C(O)c1cc(-c2ccc3c(c2)OCO3)nc2ccccc12,-3,14
CN(C(=O)C1CCC1C(=O)O)c1nc(-c2ccc(Cl)s2)cs1 (centres undefined),4,5
